rCAG binder – molecules binding r(CAG) RNA repeats. r(CAG) RNA repeat, TO-PRO-1 dye displacement fluorescence. 370,000 compounds, 1.3% hits. inhibition, % at 3 µM;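 active means inhibition above the plate cutoff, the mean of all test compounds on that plate plus 3 SD, cut at about 35% in these data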;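 further: 0% = DMSO alone and 100% = 100 µM mitoxantrone as full dye displacement; higher means more dye released from RNA so lower well fluorescence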
MBD2 DNA inh – inhibitors of human MBD2 binding to methylated oligonucleotide. Q9UBB5. TR-FRET. inhibition, % at 4.4 µM. 370,000 compounds, 0.31% hits; in the data active means inhibition above about 13%
Target sequence (Q9UBB5 whole entry, looked up): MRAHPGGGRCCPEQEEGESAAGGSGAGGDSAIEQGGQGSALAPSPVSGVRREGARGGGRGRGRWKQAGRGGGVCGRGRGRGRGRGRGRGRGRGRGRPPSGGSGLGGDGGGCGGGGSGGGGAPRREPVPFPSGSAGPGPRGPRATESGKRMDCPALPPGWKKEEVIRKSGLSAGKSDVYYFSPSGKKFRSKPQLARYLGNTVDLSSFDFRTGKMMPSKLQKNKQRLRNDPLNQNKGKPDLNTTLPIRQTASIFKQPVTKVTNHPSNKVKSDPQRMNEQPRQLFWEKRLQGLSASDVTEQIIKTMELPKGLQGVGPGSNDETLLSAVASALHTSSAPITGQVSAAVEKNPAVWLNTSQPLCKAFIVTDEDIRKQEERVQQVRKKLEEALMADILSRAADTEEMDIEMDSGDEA
TCR-CD3 inh – blocks the human TCR-CD3 interaction; TAMRA-labeled TCR probe fluorescence, biochemical; inhibition, % at 9.4 µM; 360,000 compounds, 0.37% hits; AID 651800; in the data active means inhibition above about 19%;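 further: recombinant mutant TCR 2C K166C tagged with TAMRA read by polarization; 0% = receptor in buffer alone and 100% = receptor with positive control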
UHRF1 MBD2 ctr – UHRF1 methyl-DNA binding inhibition; Q96T88; UHRF1 binding to methylated oligo, TR-FRET; inhibition, % at 4.4 µM; 370,000 compounds, 0.75% hits; in the data active means inhibition above about 21%;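 further: UHRF1 SRA domain binding a hemimethylated CpG hairpin DNA probe; 0% = median of test compound wells and 100% = reference inhibitor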
ABHD4 inh – inhibitors of mouse ABHD4; purified mABHD4, FP-Rh probe fluorescence polarization; 370,000 compounds, 0.54% hits; inhibition, % at 8.92 µM; Q8VD66;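 active means inhibition exceeding the mean over every tested compound plus 3 SD, cut at about 30% in these data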;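 further: 0% = plate median of compound wells and 100% = S159A mutant with DMSO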
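Assay system: wild-type mouse ABHD4 protein; compound: single nominal dose of 8.92 µM, 0.89% DMSO final; schedule: 45 min + 60 min at 25 °C; measured by: FP readout, ex 525 nm / em 598 nm; evaluation: % inhibition of FP-Rh probe binding versus controls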
PG9 Ab binder – binds the HIV-1 gp120 antibody PG9; TR-FRET gp120-PG9 antibody binding; inhibition, % at 6.7 µM; 360,000 compounds, 0.43% hits; in the data active means inhibition above about 8.5%
PRMT1 inh – PRMT1 (human) inhibition, primary screen; Q99873; AID 652257; recombinant PRMT1, activity-based probe fluorescence polarization; 370,000 compounds, 1.3% hits; inhibition, % at 2.79 µM;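 active means inhibition above about 21% made by adding two undisclosed values, limit read from the data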
HTRA1 inh – inhibitors of human serine peptidase HTRA1. Q92743. recombinant HTRA1, FP-rhodamine activity-based probe, fluorescence polarization. inhibition, % at 5.96 µM. 340,000 compounds, 0.5% hits; in the data active means inhibition above about 36%;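 further: 0% = enzyme with DMSO and 100% = wells lacking enzyme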
Target sequence (Q92743 whole entry, looked up): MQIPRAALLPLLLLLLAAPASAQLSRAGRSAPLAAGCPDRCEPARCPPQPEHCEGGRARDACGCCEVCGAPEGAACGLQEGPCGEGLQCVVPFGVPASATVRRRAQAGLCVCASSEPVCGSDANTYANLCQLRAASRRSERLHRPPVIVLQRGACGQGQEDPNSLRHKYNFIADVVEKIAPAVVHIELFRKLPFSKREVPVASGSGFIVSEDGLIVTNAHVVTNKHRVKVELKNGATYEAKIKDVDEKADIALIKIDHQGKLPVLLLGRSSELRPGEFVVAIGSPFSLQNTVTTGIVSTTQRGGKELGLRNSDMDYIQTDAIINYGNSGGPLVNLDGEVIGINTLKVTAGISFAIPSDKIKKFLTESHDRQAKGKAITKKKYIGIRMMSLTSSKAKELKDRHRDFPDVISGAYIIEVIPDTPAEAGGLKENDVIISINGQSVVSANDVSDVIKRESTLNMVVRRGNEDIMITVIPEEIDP
Rev-erbA mod – Rev-erb alpha (human) modulation; P20393; Rev-erbα–FITC-DNA binding, fluorescence polarization, 90 min; activity, % at 10 µM; 370,000 compounds, 0.79% hits;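 active means activity above about 14%, limit read from the data; passing the limit was not always enough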;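 further: 0% = DMSO wells with 35 nM protein and 100% = DMSO wells with 750 nM protein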
LEDGF integ inh – blocks HIV-1 LEDGF/p75-dependent DNA integration | 370,000 compounds, 0.64% hits | TR-FRET IN-LEDGF/p75 DNA integration, Eu/Cy5 | inhibition, % at 3.7 µM | AID 743269;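 active means inhibition above the screen-wide mean plus 3 SD, cut at about 13% in these data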;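 further: signal is the Cy5 over europium emission ratio at 671 and 618 nm; 0% = plate median of compound wells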
The depositor's hits bear a star; x = no result given. This is a subset. The share of hits here may be higher or lower than overall.

SMILES | rCAG binder | MBD2 DNA inh | TCR-CD3 inh | UHRF1 MBD2 ctr | ABHD4 inh | PG9 Ab binder | PRMT1 inh | HTRA1 inh | Rev-erbA mod | LEDGF integ inh
COc1ccc(-n2c3c(cc(C(=O)NNc4ccccc4)c2=O)C(=O)CC(C)(C)C3)cc1 | 4 | -2 | 4 | -1 | 5 | -2.8 | -3 | 10 | 1 | -1
O=C(CN1C(=O)NC2(CCCCC2)C1=O)Oc1ccc2ccc(=O)oc2c1 | 2 | -2 | -8 | 1 | -7 | 4.8 | 6 | 6 | -7 | 0
O=C(COc1ccc(Cl)cc1)Nc1cccc(S(=O)(=O)NCc2ccco2)c1 | 5 | -6 | -2 | 0 | -11 | -0.6 | 3 | -26 | 10 | 2
CCc1cc2c(-c3ccccc3)cc(=O)oc2cc1OCC(=O)NCC1CCC(C(=O)O)CC1 (stereo not drawn) | 2 | 1 | 4 | -3 | -7 | 0.1 | -3 | -2 | 8 | 1
Cc1cc(C)c(S(=O)(=O)N2CCCCC2CCNC(=O)C(=O)NCc2ccccn2)c(C)c1 (stereo not drawn) | -2 | 2 | 2 | 0 | -11 | -1.9 | -3 | -10 | -3 | 8
COc1ccc(N2CC(C(=O)N3CCN(Cc4ccc5c(c4)OCO5)CC3)CC2=O)cc1 (stereo not drawn) | -4 | -1 | 6 | 0 | 2 | -2.2 | 1 | 9 | 6 | -1
Cn1ccnc1-c1nc2ccccc2[nH]c1=O | 2 | -6 | 5 | -4 | 1 | -1.1 | 3 | -4 | -1 | 0
COc1ccc(C)cc1NC(=O)c1cc(-c2ccccc2)nc2c1cnn2C(C)C | 6 | -2 | 0 | 3 | -2 | -0.9 | 1 | -5 | -9 | -7
COc1ccc(CN2CCC[C@]3(N[C@H](c4ccc(C(F)(F)F)cc4)[C@@H]4C(=O)N(C)C(=O)[C@@H]43)C2=O)cc1 | -2 | 3 | -1 | -2 | 9 | 0.3 | 5 | 1 | 11 | -9
Cc1c(NC(=O)C(C)Oc2ccc(Br)cc2)c(=O)n(-c2ccccc2)n1C (stereo not drawn) | 0 | -2 | 6 | 0 | 0 | 0.3 | 4 | -1 | 2 | -1
COCCNC(=O)CN(Cc1ccco1)C(=O)CCC(=O)Nc1nccs1 | -1 | 0 | -8 | 0 | 6 | 0.2 | -1 | -1 | 4 | 1
O=C(CCN1CCN(c2ccccc2)CC1)N/N=C/c1ccccc1O | -2 | -2 | -9 | 1 | 2 | 3.4 | -4 | 5 | 2 | -1
N#Cc1ccc(C(=O)Nc2cccc3ncccc23)c(F)c1 | -3 | -2 | -3 | 1 | 8 | -3.0 | 3 | 1 | -1 | 1
COCc1cc(C)nc(N2CCN(Cc3ccccc3)CC2)c1C#N | -11 | 6 | -4 | 0 | 4 | -0.1 | 4 | 3 | -1 | 1
COc1ccc(S(=O)(=O)NCCOc2ccccc2)cc1F | -5 | 0 | 1 | 1 | -5 | -2.2 | 1 | -7 | -7 | -4
O=C1CCCN1S(=O)(=O)c1ccccc1 | 0 | -5 | 5 | 0 | -3 | -2.6 | -1 | 2 | -4 | 0
Cc1ccc(C(=O)NNC(=O)c2ccc(S(=O)(=O)N3CCOCC3)cc2)cc1 | 0 | 5 | -5 | -1 | 7 | -0.7 | 3 | 4 | -1 | -4
Cn1cc(CCC(=O)N2CCCC(C(=O)c3cccc4ccccc34)C2)cn1 (stereo not drawn) | -8 | -3 | 1 | -1 | 4 | -0.9 | -2 | -2 | -6 | -1
Cc1ccc(CNC(=O)Cn2cncn2)cc1 | 1 | -3 | 3 | -2 | 2 | 0.5 | -5 | -5 | 1 | 3
CCOC(=O)c1csc(NC(=O)CN2CCOCC2)n1 | -3 | 3 | -6 | 3 | -2 | -1.3 | 3 | 3 | -1 | -1
N#CC1(NC(=O)CN2C(=O)NC3(CCCCCC3)C2=O)CCCCC1 | 4 | 3 | -8 | 0 | -6 | -0.3 | 3 | -5 | 0 | -8
CCC(C)NC(=O)CCc1c(C)nc2nc(-c3cc(OC)cc(OC)c3)nn2c1C (stereo not drawn) | -4 | -1 | 1 | -1 | -2 | 0.9 | 3 | 3 | 1 | 3
O=C1C2C3c4ccccc4C(Br)(c4ccccc43)C2C(=O)N1c1ccccc1O (stereo not drawn) | 4 | 3 | 2 | 1 | -1 | -3.0 | -3 | 4 | 8 | -3
CC/C(O)=C1\C(=O)CC(C)(C)CC1=Nc1ccccc1C | 1 | -1 | 9 | -1 | 1 | -0.4 | -3 | -1 | -3 | 1
CC1CCN(c2c(NCC3CCC(C(=O)N4CCc5ccccc5C4)CC3)c(=O)c2=O)CC1 (stereo not drawn) | 2 | 1 | -6 | 4 | -3 | 1.0 | 6 | -3 | 2 | -5
CCN(CC)C(=O)CSc1nnc2sc3ccccc3n12 | -3 | 1 | 1 | 2 | 4 | -1.2 | 1 | 6 | -2 | 4
Cn1c(=O)c2c(nc(N3CCc4ccccc4C3)n2Cc2ccccc2F)n(C)c1=O | 0 | -2 | 1 | -1 | -5 | -2.6 | -3 | 4 | 5 | -1
O=C(Nc1ccc2oc(-c3ccncc3)nc2c1)c1ccc(Br)o1 | 3 | -3 | 0 | -2 | -3 | -3.3 | 0 | 1 | -5 | 1
CCCCCCCCN1C(=O)[C@@H](CC(=O)NCC23CC4CC(CC(C4)C2)C3)C[C@@]2(C(=O)OC)C1=C[C@H](C(C)(C)C)O[C@@H]2C | 1 | -1 | -4 | 2 | -1 | -0.5 | -3 | x | 3 | -2
COc1ccc(C2=NN(c3nc(C)cc(C)n3)C(=O)C2)cc1 | 2 | -3 | -8 | -8 | 5 | -3.3 | 4 | 2 | -6 | -5

The list goes on.
Results follow in this order: rCAG binder, MBD2 DNA inh, TCR-CD3 inh, UHRF1 MBD2 ctr, ABHD4 inh, PG9 Ab binder, PRMT1 inh, HTRA1 inh, Rev-erbA mod, LEDGF integ inh
- O=C(CN1CCN(Cc2cccc(F)c2)CC1)NCc1ccccc1
  -9, 2, 9, 0, 2, -1.1, -2, -5, -4, 1
- COc1ccc(S(=O)(=O)NCCc2cc3ccc(C)c(C)c3[nH]c2=O)cc1
  -1, -1, 12, 1, 1, -1.7, -2, 12, 5, 3
- Cn1c(CNC(=O)c2ccccc2)nnc1SCC(=O)N1CCN(c2ccccc2)CC1
  -1, 1, 1, -4, -2, 0.0, 1, 2, 0, 1
- C=CCOn1c(C)c(C(C)=O)c2c3nonc3ccc21
  4, 1, -4, -5, 0, 1.0, -4, -9, -6, -3
- CCOC(=O)C1(CC)NC(c2ccco2)C2C(=O)N(c3ccc(C)cc3)C(=O)C21 (stereo not drawn)
  0, -5, -5, -1, 0, -1.0, 2, 2, 0, 0
- COc1ccc(/C=C/C(=O)Nc2cc(C)nn2-c2nc3ccccc3[nH]2)cc1
  7, -1, -7, 1, -6, -1.0, 1, -16, 2, -4
- CC1CC(C)CN(C(=O)COC(=O)COc2ccc(C#N)cc2)C1 (stereo not drawn)
  0, -5, 9, 0, 13, -0.1, -2, 3, -1, 1
- COc1cccc(N2CCN(C(=O)c3ccc(CS(=O)c4ccc(Cl)cc4)o3)CC2)c1 (stereo not drawn)
  -5, 4, 14, 4, 6, -1.0, -3, 5, -2, 3
- Cc1ccc(Cn2c(O)c(N=NC(=S)Nc3ccccc3F)c3cc(S(=O)(=O)N4CCOCC4)ccc32)cc1
  25, 3, -10, -2, 6, -0.5, 0, -16, -3, -6
- COc1cc(C(c2c(C)[nH][nH]c2=O)c2c(C)[nH][nH]c2=O)cc([N+](=O)[O-])c1O
  0, -12, -13, -10, 1, -7.2, 6, 8, 9, 1

(cont.)
Results follow in this order: rCAG binder, MBD2 DNA inh, TCR-CD3 inh, UHRF1 MBD2 ctr, ABHD4 inh, PG9 Ab binder, PRMT1 inh, HTRA1 inh, Rev-erbA mod, LEDGF integ inh
- CCCCCCc1c[nH]c2ccc(O)c(-c3ccccc3)c12
  7, -5, x, -1, 27, x, 5, x, 9, 1
- Cc1nc2c(C(=O)Nc3ccc(N4CCCC(O)C4)cc3)snc2c(=O)[nH]1 (stereo not drawn)
  10, -5, -9, -4, 6, -4.9, 6, 3, -7, -2
- CCN(CC)C(=O)C1=C(C)N(CCCOC)C(=O)C(CC(=O)NCCCCc2ccccc2)C1 (stereo not drawn)
  -3, 4, -7, 3, 1, -1.7, 2, 8, 4, -2
- O=C(N/N=C/c1cccs1)c1cnccn1
  -2, -2, 1, 2, 2, -0.8, -2, 1, 1, 1
- CC(=O)c1cnc2c(-c3ccc(Cl)cc3)c(C)nn2c1C
  2, -1, -2, 1, -4, 0.9, 3, -2, 14, -2
- CN(C)S(=O)(=O)c1cccc(C(=O)NCC2CCCCC2)c1
  0, 2, 4, -1, -4, -2.2, -4, -5, -3, 1
- Cc1ccc(C(=O)c2ccc(O)cc2)cc1C
  1, 1, 11, -1, -10, -0.2, -1, -8, -4, 1
- O=C(COC(=O)c1ccccc1F)NC1CC1
  4, -3, 3, -1, -2, -0.7, -2, 10, 1, 1
- Brc1cccc(-c2nnco2)c1
  -2, 2, -4, -2, 3, 0.2, 1, 10, -2, 0
- CCCC(=O)NC(c1ccc(Cl)cc1Cl)c1ccc2cccnc2c1O (stereo not drawn)
  4, -5, -11, -9, 18, 1.0, -4, 53*, -2, 5

Further results:
Results follow in this order: rCAG binder, MBD2 DNA inh, TCR-CD3 inh, UHRF1 MBD2 ctr, ABHD4 inh, PG9 Ab binder, PRMT1 inh, HTRA1 inh, Rev-erbA mod, LEDGF integ inh
- O=C(NCCCN1CCOCC1)c1ccc2c(c1)N(Cc1cccc(Cl)c1)C(=O)CS2
  -4, 2, 2, 0, -9, -0.9, -10, 1, 2, 3
- C(=C\c1ccncc1)/c1ccccc1
  -2, -4, 4, -4, -2, -0.5, -8, -1, 6, 7
- CC(C)CN(C(=O)c1ccc(F)cc1F)c1c(N)n(CC(C)C)c(=O)[nH]c1=O
  -5, 1, -4, 4, -1, -0.1, 6, -2, 1, -3
- COc1ccc(C(CNC(=O)c2cccc(NS(=O)(=O)c3ccccc3)c2)N(C)C)cc1 (stereo not drawn)
  0, 0, 6, 1, -3, -1.5, -6, 0, 4, 3
- COc1ccc(C2CC(O)(c3ccccc3)Oc3cc(OC)cc(OC)c32)cc1 (stereo not drawn)
  -2, -5, 5, 0, -26, 0.4, -2, -41, 1, 0

Structural class, the compounds so far with fluorine
Results follow in this order: rCAG binder, MBD2 DNA inh, TCR-CD3 inh, UHRF1 MBD2 ctr, ABHD4 inh, PG9 Ab binder, PRMT1 inh, HTRA1 inh, Rev-erbA mod, LEDGF integ inh
- COc1ccc(CN2CCC[C@]3(N[C@H](c4ccc(C(F)(F)F)cc4)[C@@H]4C(=O)N(C)C(=O)[C@@H]43)C2=O)cc1
  -2, 3, -1, -2, 9, 0.3, 5, 1, 11, -9
- N#Cc1ccc(C(=O)Nc2cccc3ncccc23)c(F)c1
  -3, -2, -3, 1, 8, -3.0, 3, 1, -1, 1
- COc1ccc(S(=O)(=O)NCCOc2ccccc2)cc1F
  -5, 0, 1, 1, -5, -2.2, 1, -7, -7, -4
- Cn1c(=O)c2c(nc(N3CCc4ccccc4C3)n2Cc2ccccc2F)n(C)c1=O
  0, -2, 1, -1, -5, -2.6, -3, 4, 5, -1
- O=C(CN1CCN(Cc2cccc(F)c2)CC1)NCc1ccccc1
  -9, 2, 9, 0, 2, -1.1, -2, -5, -4, 1
- Cc1ccc(Cn2c(O)c(N=NC(=S)Nc3ccccc3F)c3cc(S(=O)(=O)N4CCOCC4)ccc32)cc1
  25, 3, -10, -2, 6, -0.5, 0, -16, -3, -6
- O=C(COC(=O)c1ccccc1F)NC1CC1
  4, -3, 3, -1, -2, -0.7, -2, 10, 1, 1
- CC(C)CN(C(=O)c1ccc(F)cc1F)c1c(N)n(CC(C)C)c(=O)[nH]c1=O
  -5, 1, -4, 4, -1, -0.1, 6, -2, 1, -3
